Pf growth 96h = P. falciparum growth inhibition at 96 hours. P. falciparum luciferase reporter growth, 96 h. Potency, µM (top dose mostly 28.7 µM), for the others: top-dose activity change, negative = inhibition, usual class: inhibitors. hit rate 6.9% among 320,000. AID 504834; note: potency is the fitted concentration of half-maximal effect; % is set by controls: 0 for no effect and ±100 for the full control effect
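Cell-based qHTS: luciferase-tagged P. falciparum in erythrocytes (2% hematocrit, 0.05% parasitemia final) incubated with compounds for 96 hours, 37 C, 5% CO2; luciferase detection reagent then added and luminescence measured.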
LmPK inh = inhibitors of Leishmania mexicana pyruvate kinase; Q27686; purified LmPK, Kinase-Glo ATP luminescence, 1 h; Potency, µM (series often up to 57.5 µM), for inactives: top-dose activity change, negative = inhibition, usual class: inhibitors; hit rate 0.37% among 290,000; AID 1721; note: potency is the fitted concentration of half-maximal effect; % is set by controls: 0 for no effect and ±100 for the full control effect
Target sequence (Q27686 whole entry, looked up): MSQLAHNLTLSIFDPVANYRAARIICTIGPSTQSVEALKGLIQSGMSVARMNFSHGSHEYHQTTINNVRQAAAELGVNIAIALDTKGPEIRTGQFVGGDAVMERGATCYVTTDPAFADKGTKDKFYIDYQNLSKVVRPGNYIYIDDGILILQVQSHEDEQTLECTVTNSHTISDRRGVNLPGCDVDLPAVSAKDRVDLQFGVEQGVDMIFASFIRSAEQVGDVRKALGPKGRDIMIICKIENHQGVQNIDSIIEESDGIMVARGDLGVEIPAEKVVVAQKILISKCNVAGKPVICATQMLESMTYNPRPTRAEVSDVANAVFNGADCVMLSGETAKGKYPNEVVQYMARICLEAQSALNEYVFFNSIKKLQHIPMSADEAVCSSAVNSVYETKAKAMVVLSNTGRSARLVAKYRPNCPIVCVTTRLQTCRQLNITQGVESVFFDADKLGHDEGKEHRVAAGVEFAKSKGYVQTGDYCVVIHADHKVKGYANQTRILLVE
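ATP generated from ADP (0.1 mM) and PEP (0.5 mM) by 0.1 nM LmPK over 1 h at room temperature (pH 7.2 imidazole buffer) was detected by coupled luciferase luminescence. Values were normalized to uninhibited and no-enzyme wells.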
Pf growth 48h = inhibits P. falciparum growth in the first generation, 48 h. P. falciparum luciferase growth in erythrocytes, 48 h. Potency, µM (highest dose often 28.7 µM), inactives show at the top dose activity change, negative = inhibition, actives largely listed as inhibitors. hit rate 5.9% among 310,000. AID 504832; note: potency is the fitted concentration of half-maximal effect; % is set by controls: 0 for no effect and ±100 for the full control effect
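In quantitative HTS format, infected erythrocytes bearing luciferase-reporter parasites were treated for a single generation at 37 C. Luminescence after adding detection reagent served as the growth measure.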
CHX counter = counter-screen hit for Shiga toxin inhibitors, cycloheximide. max response, %. hit rate 12% among 300,000. cell reporter, cycloheximide protein synthesis inhibition counterscreen. AID 2314; in the data active = max response mostly above about 13%, no sharp cut-off; inactive = mostly below about 14%; note: read at 38.3 µM for the half of the compounds with a filed dose; 0% is about no effect
Tb PYK inh = T. brucei pyruvate kinase inhibition; TbPYK enzyme, Kinase-Glo Plus ATP luminescence, 45 min; Potency, µM (top dose mostly 76.8 µM), without a hit: at the top dose activity, negative = inhibition, hits mostly inhibitors; hit rate 0.12% among 410,000; Q57TT1; AID 624173; note: potency is the fitted concentration of half-maximal effect; % is set by controls: 0 for no effect and ±100 for the full control effect; nearly all actives have a fitted effect of over 50% in size
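Readout: single end-point luminescence (Kinase-Glo Plus, 10 min). Reaction conditions were TbPYK/substrate plus 130 uM ADP, 45 min at RT, pH 7.2 TEA buffer. No-enzyme wells served as controls, and data were normalized before concentration-response fitting.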
Shiga toxin inh = Shiga toxin inhibition | Vero cells, Shiga toxin protein synthesis inhibition reporter | inhibition, % at 38.7 µM | hit rate 9.2% among 290,000 | AID 2315; in the data active = inhibition mostly above about 28%, no sharp cut-off; inactive = mostly below about 43%; note: 0% is about no effect
AMA1 RON2 block = inhibitors of Plasmodium falciparum AMA1-RON2 interaction; AlphaScreen AMA1-biotinylated RON2 peptide binding; Potency, µM (doses to about 58.2 µM), inactives show at the top dose activity change, negative = inhibition, most hits filed as inhibitors; hit rate 0.2% among 360,000;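 note: potency is the fitted concentration of half-maximal effect; 0% = vehicle wells and -100% = peptide control; nearly all actives have a fitted effect of over 45% in size; some results filed as inactive show a strong effect at the top dose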
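AMA1 (3D7) with his tag at 25 nM final met compounds first, then biotinylated RON2 peptide at 25 nM; detection used donor plus acceptor beads, 10 µg/mL apiece, read by AlphaScreen after 30 min at room temperature.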
Active calls of the source: *; u = inconclusive; x = not tested or not shown; & = joins results of further samples; [ ] = dose if it differs, or a comment. Unless noted, calls come from the whole dose curve; as a rule, active = well fitted curve in the direction sought with a large enough effect; inconclusive = small, poorly fitted or top-dose-only effect, or another doubt; inactive = no such curve, though single readings can be large; an effect the other way counts as inactive or inconclusive.

molecule	Pf growth 96h	LmPK inh	Pf growth 48h	CHX counter	Tb PYK inh	Shiga toxin inh	AMA1 RON2 block
CCc1cc2c3c(c1)C1(C(=O)N3C(C)(C)CC2C)C(C#N)=C(N)N2C(=C1C#N)Nc1ccccc12 (centres undefined)	-9.8%	0.3%	9.28µM*	-2.2	-5.4%	-7.2	-0.2%
Cc1c(C#N)c2ncnc(-c3ccccc3)c2n1-c1ccccc1	37.1%[activator]	-0.3%	-6.3%	-0.9	0.8%	-10.8	-16.6%
COc1ccc(CN(CC(=O)NCC2CCCO2)C(=O)CCC(=O)Nc2nccs2)cc1 (centres undefined)	18.7%	5.3%	0.0%	-0.2	5.1%	-7.3	59.4%[activator]
COc1ccc(OCCN2CCN(C3CC(=O)N(CCC(C)C)C3=O)CC2)cc1 (centres undefined)	-4.0%[5.75 µM]	-0.3%	14.4%	0.8	-4.8%	1.1	-16.2%
CCCCNc1nc2sc3c(c2c(=O)n1-c1cccc(Cl)c1)CCN(C)C3	0.37µM*	2.9%	1.85µM*	-4.2	-2.5%	-11.7	-20.4%
CCN(C(=O)COC(=O)c1[nH]c(C)c(C(C)=O)c1C)C1CCS(=O)(=O)C1 (centres undefined)	13.4%	0.0%	u	-2.9	4.2%	-4.7	-4.5%
CC(=O)[C@@]1(O)CC[C@H]2[C@@H]3CCC4=CC(=O)CC[C@]4(C)[C@H]3CC[C@@]21C	u	1.2%	u	-1.3	5.1%&-4.2%	-8.1	7.7%
COC(=O)c1ccc(NC(=O)CCn2c(=O)oc3ccccc32)cc1	x	0.8%	-6.8%	28.7*	-1.3%	40.4*	2.5%
CCn1c(SCC(=O)Nc2ccc(C)cc2)nnc1-c1ccc(O)cc1	2.62µM*	-2.4%	u	-2.4	0.0%	-10.5	26.7%
O=C(NNC(=O)c1ccccc1[N+](=O)[O-])Nc1ccccc1C(F)(F)F	11.7µM*	-2.4%	7.0%	-0.8	6.3%	-6.7	94.9%[activator]

In the list so far, these have a cyano group:
molecule	Pf growth 96h	LmPK inh	Pf growth 48h	CHX counter	Tb PYK inh	Shiga toxin inh	AMA1 RON2 block
CCc1cc2c3c(c1)C1(C(=O)N3C(C)(C)CC2C)C(C#N)=C(N)N2C(=C1C#N)Nc1ccccc12 (centres undefined)	-9.8%	0.3%	9.28µM*	-2.2	-5.4%	-7.2	-0.2%
Cc1c(C#N)c2ncnc(-c3ccccc3)c2n1-c1ccccc1	37.1%[activator]	-0.3%	-6.3%	-0.9	0.8%	-10.8	-16.6%

Remaining list, next part
molecule	Pf growth 96h	LmPK inh	Pf growth 48h	CHX counter	Tb PYK inh	Shiga toxin inh	AMA1 RON2 block
O=C(c1ccoc1)N1CCCC(N2CCN(c3cccc(Cl)c3)CC2)C1 (centres undefined)	-13.2%	-9.3%	3.0%	14.2	6.3%	20.8	9.5%
Cc1cccc(C)c1NC(=O)c1cc(S(=O)(=O)N2CCOCC2)ccc1F	-2.5%	6.3%	u	-2.0	-3.6%	19.6	-5.2%
CN(C)/C=C/C(=O)c1ccc(Br)s1	-2.9%	-6.9%	43.3%[activator]	21.0*	1.7%	54.2*	-6.4%
O=C1NC(=Nc2ccccc2Cl)S/C1=C\c1ccc(C(=O)O)cc1	21.2%	-8.6%	x	-4.4	-5.1%	-0.4	2.5%
Cc1ccc2cc(C#N)c(NCCNC(=S)NCCCN(C)C)nc2c1C	u	-0.4%	u	-8.7	4.4%	-31.6	4.2%
ClC1=C(Cl)C2(Cl)C3C4CC(C5OC45)C3C1(Cl)C2(Cl)Cl (centres undefined)	-10.7%	x	-14.4%	x	0.6%	x	x
OCCNCCSc1ccc(Cl)cc1	53.4%[activator]	1.0%	19.5%	-3.0	-2.5%	-4.7	-0.1%
CC(C)OCC(O)CN1CCNCC1 (centres undefined)	28.8%	-2.4%	34.7%[activator]	-1.7	7.8%	26.8	-4.8%
Cc1ccc(SCC(=O)NC2CC2)cc1	71.3%[activator]	2.4%	23.5%	15.2	-6.7%	5.6	-12.4%
COc1cccc(CNC(=O)CCC2CCCN(C(=O)c3ccc(C)nc3)C2)c1 (centres undefined)	u	-4.1%	17.7%	-1.8	-7.3%	6.9	-4.3%
CCC(=O)Nc1ccc(Br)c(Cl)c1	u	-2.5%	13.1%	1.0	-5.0%	13.0	-12.7%
O=C(CCn1c(=S)oc2ccccc21)N1CCN(c2ccc(F)cc2)CC1	u	11.0%	-22.3%	-1.8	2.4%	-7.0	-7.7%
CCCCN(CC)C(=O)Cc1cn(C)c2ccccc12	u	2.0%	x	-1.7	0.7%	-21.8	19.8%
COc1ccc2nc(/C(C#N)=C\c3ccc(Oc4ccc([N+](=O)[O-])cn4)cc3)[nH]c2c1	u	-4.1%	14.7µM*	-6.1	-6.0%	-5.2	40.9%[activator]
Cc1ccc(C)c(OCc2ccc(C(=O)Nc3ccc([N+](=O)[O-])cn3)o2)c1	-40.2%	x	u	x	0.0%	x	-4.8%
Cc1cccc(N/C=C(\[N+](=O)[O-])S(=O)(=O)c2ccccc2)c1C	23.7%	-6.4%	11.7µM*	2.3	-15.1%	-1.9	3.5%
O=C1S/C(=C\c2ccc(Cl)cc2)C(=O)N1CCn1cnnn1	26.8%	0.6%	0.0%	21.3	-2.0%	22.5	1.5%
O=C(O)C1CCCN(S(=O)(=O)c2ccc3c(c2)OCCO3)C1 (centres undefined)	1.1%	2.4%	-0.2%	4.4	-6.7%	-3.3	-12.6%
COc1cc(CN2CCCC(C(=O)c3sccc3C)C2)cc(Cl)c1O (centres undefined)	u	1.6%	u	7.1	-5.0%	-9.9	-17.5%
Cn1nc(-c2ccccc2)c(CSc2ccccc2)c1Cl	9.28µM*	0.2%	x	2.2	-8.9%	25.6	62.7%[activator]
Cc1ccc(NC(=O)CCNS(=O)(=O)c2ccc3c(c2)CCC(=O)N3)cc1C	u	-8.9%	4.2%	-4.7	-0.9%	3.2	-3.2%
O=C(CSc1n[nH]c(-c2ccncc2)n1)Nc1ccc(Cl)cc1	-20.0%	0.9%	-15.1%	-1.3	6.0%	-4.2	8.4%
COc1ccc(C(=O)CSc2nnc(CCc3ccccc3)n2-c2ccccc2)cc1	-25.0%	-7.8%	-13.6%	-5.8	u	23.4	-2.0%
COc1cc(C(=O)NC2CCCc3ccccc32)ccc1OCC(=O)Nc1ccc(F)cc1 (centres undefined)	13.1µM*	1.0%	u	-2.3	-10.7%	-5.4	-17.0%
COC(C(=O)Nc1ccc(F)cc1)c1ccccc1 (centres undefined)	8.4%	-2.8%	-1.6%	-3.4	4.9%	-1.4	-2.4%
COc1cccc(C(=O)Nc2cccc(C(=O)NCC(C)C)c2)c1	31.9%[activator]	-0.8%	23.8%	8.8	5.4%	-4.9	-15.2%
CC(/C=C/c1ccc(N(C)C)cc1)=N/N=C1/NC(=O)CC(C(=O)Nc2ccc(Cl)cc2)S1 (centres undefined)	-2.8%	0.5%	55.3%[activator]	47.9*	-7.4%	59.6*	13.1%
COc1cc2c(cc1OC)CN(C1CCC(C)CC1)CC2 (centres undefined)	u	0.1%	u	-1.0	2.1%	-5.0	8.4%
CC(=O)Nc1ccccc1C(=O)C(=O)Nc1cccc(Br)c1	u	3.9%	25.5%	37.4*	5.7%	100.2*	-4.8%
CC(C)CC(=O)Nc1ccc2c3c(cccc13)CC2	-9.4%	1.3%	2.0%	-1.5	-3.0%	-5.8	11.3%
COc1ccccc1N1CCN(C(=O)c2cn(C)c3ccc(S(=O)(=O)N4CCOCC4)cc3c2=O)CC1	u	0.9%	-1.8%	-5.1	-17.6%&-8.5%	-5.4	-3.9%
CCOC(=O)C(NC(=O)c1ccc(F)cc1)(Nc1nnc(C)s1)C(F)(F)F (centres undefined)	318.8%[activator]	-13.2%	-19.6%	-5.0	-1.9%	0.4	-10.2%
Cc1ccc(C(C)C)c(OCC(=O)Nc2ccc(N3CCN(S(C)(=O)=O)CC3)cc2)c1	4.9%	4.2%	-3.4%	-2.2	-3.1%	-7.6	5.1%
Cc1ccc(-n2nc3c(N4CCC(C(=O)N5CCCCCC5)CC4)nnc(C)c3c2C)cc1	11.7µM*	3.2%	u	-3.9	-9.6%	18.1	-9.4%
COc1cccc(CN2CCNC(=O)C2CC(=O)NCCOc2cccnc2)c1 (centres undefined)	24.1%	6.8%	-3.2%	-0.7	-16.5%	-7.7	24.0%
Oc1cc(Nc2ccccc2)cc2cccnc12	2.62µM*	x	2.08µM*	x	-0.1%	x	x
COc1cc(/C=C(\NC(=O)c2ccccc2)C(=O)NCCO)c([N+](=O)[O-])cc1OC	0.8%	-5.1%	5.3%	-2.7	2.4%	-3.2	9.1%
CCOC(=O)CSc1ccc2nnc(-c3ccccc3)n2n1	0.1%	-0.9%	-5.2%	-2.1	-8.6%	-1.9	-2.4%
CCN(CC)S(=O)(=O)c1ccc(OCC(=O)NC(=O)c2ccccc2OC)c([N+](=O)[O-])c1	0.0%	-7.3%	-13.7%	-2.1	1.6%	-4.2	-2.8%
N#C/C(=C\c1cccc(NC(=O)c2ccccc2Cl)c1)C(=O)NCCc1ccccc1	u	0.2%	11.4%	1.4	-0.1%	2.5	-7.4%
O=C(CSc1ncccn1)NC1CCS(=O)(=O)C1 (centres undefined)	42.8%[activator]	-1.7%	101.6%[activator]	-4.3	1.0%	8.9	-4.2%
CC(C)CCNC(=O)C1(O)c2ccccc2NC(=O)N1c1ccc(Cl)cc1 (centres undefined)	55.2%[activator]	0.7%	6.1%	10.2*	-8.1%	6.4	-5.4%
COc1ccccc1-n1c(SCC(=O)Nc2ccc(NC(C)=O)cc2)nc2c([nH]c3ccccc32)c1=O	13.1µM*	5.8%	-53.9%	3.7	6.4%	11.3	-15.6%
CC(C)c1nc2cc(C(=O)N(C)Cc3ccc(F)cc3)ccc2o1	u	-10.5%	8.8%	42.5*	0.5%	80.3*	-6.1%
CC(C)Oc1ccc(C(CC(=O)O)NC(=O)C(Sc2ccccc2)c2ccccc2)cc1 (centres undefined)	u	0.6%[11.5 µM]	-7.5%	-7.0	-0.4%	5.7	-11.0%
COc1ccc(/C=N/n2cncn2)cc1Cn1cc([N+](=O)[O-])cn1	-1.8%	-0.1%	39.0%[activator]	-2.9	-1.7%	21.4	-3.7%
Cc1ccc(NS(=O)(=O)c2ccc3c(c2)oc(=O)n3C)c(C)c1	u	-1.8%	22.0%	0.9	2.6%	0.6	13.7%
O=C(O)C1SCCN1S(=O)(=O)c1ccc(N=NN2CCOCC2)cc1 (centres undefined)	1.85µM*	8.6%	21.5%	0.4	-0.1%	-11.4	0.0%
COc1ccc(NC(=O)C2CCCN(S(=O)(=O)c3cccc4nonc34)C2)cc1OC (centres undefined)	-0.1%	12.5%	7.5%	-1.2	-4.8%	-6.3	-6.6%

Source: PubChem
